High-throughput results as filed in PubChem.
BioA inh: M. tuberculosis BioA enzyme inhibitors, primary screen, biochemical, plate reader, single point, HTS; 7,8-diaminopelargonic acid synthase BioA (Mycobacterium tuberculosis); purified M. tuberculosis BioA enzyme; inhibition, % at 9.99 µM; hit rate 0.096% among 360,000; in the data active = inhibition above about 40%
* hit, by the source's call. Only part of the results is shown; the hit share may differ from the screen's.

SMILES	BioA inh
CCCNC(=O)N1[C@H](C#N)[C@@H](c2ccc(-c3ccc(C(=O)N(C)C)cc3)cc2)[C@@H]1CO	-1.4
Cn1cnc(S(=O)(=O)N[C@H]2CC[C@@H](CC(=O)Nc3ccccc3)O[C@H]2CO)c1	2.8
O=C(Nc1ccccc1)C1=C[C@@H](c2ccc3c(c2)Cc2ccccc2-3)C[C@@H](OCc2ccc(CO)cc2)O1	-2.6
C[C@H]1CN([C@@H](C)CO)C(=O)c2cc(NC(=O)Nc3ccccc3)ccc2O[C@H]1CN(C)Cc1ccc(C(=O)O)cc1	-0.4
C[C@@H]1CN([C@H](C)CO)C(=O)Cc2cc(NC(=O)C3CCCCC3)ccc2O[C@@H]1CN(C)Cc1ccc(C(=O)O)cc1	-1.3
CCCc1cn(CC[C@H]2CC[C@@H](NC(=O)C3CCCC3)[C@@H](CO)O2)nn1	0.3
C[C@H](CO)N1C[C@H](C)[C@@H](CN(C)S(C)(=O)=O)Oc2ccc(NC(=O)CCC(F)(F)F)cc2CC1=O	-1.7
COc1ccccc1C(=O)Nc1ccc2c(c1)C(=O)N(C)C[C@H](OC)[C@H](C)CN(C(C)=O)[C@H](C)CO2	-0.2
C[C@@H]1CN([C@@H](C)CO)C(=O)Cc2cc(NC(=O)CCC(F)(F)F)ccc2O[C@H]1CN(C)Cc1ccccc1	2.2
COc1ccc(NC(=O)N(C)C[C@@H]2Oc3ccc(NC(=O)Cn4cnnn4)cc3CC(=O)N([C@H](C)CO)C[C@H]2C)cc1	1.7
COc1ccccc1-c1cnc2c(c1)C(=O)N([C@@H](C)CO)C[C@@H](C)[C@@H](CN(C)Cc1ccc(F)cc1)O2	-0.6
COc1cccc(CN2CCCCN3[C@H](CO)[C@@H](c4ccc(C#Cc5cccnc5)cc4)[C@H]3C2)c1	11

(list continues)
SMILES	BioA inh
CO[C@H]1CN(C)C(=O)c2ccc(NC(=O)C3CC3)cc2OC[C@@H](C)N(Cc2cccnc2)C[C@H]1C	4.0
O=C(C[C@H]1CC[C@H](NS(=O)(=O)c2ccc(F)cc2)[C@H](CO)O1)NCCN1CCCCC1	-2.0
N#C[C@@H]1[C@H](c2ccc(C#CC3CCCC3)cc2)[C@H](CO)N1S(=O)(=O)c1ccccc1	-2.4
CO[C@@H]1CC[C@@H]2CCN(C)C(=O)[C@@H](C)CN(C)C(=O)c3cc(C#N)ccc3OC[C@@H]1O2	0.8
CN(C)CC(=O)Nc1ccc2c(c1)[C@@H]1C[C@H](CC(=O)NCc3ccc(Cl)cc3)O[C@@H](CO)[C@@H]1O2	-0.4
COc1ccc(NC(=O)N(C)C[C@H]2Oc3ccc(NC(=O)Cn4cnnn4)cc3CC(=O)N([C@@H](C)CO)C[C@H]2C)cc1	-1.1
COC(=O)C(CC#Cc1ccc2c(c1)[C@]1(C(=O)N2)[C@H](c2ccc(O)cc2)N2[C@H](c3ccccc3)[C@H](c3ccccc3)OC(=O)[C@H]2[C@@H]1C(=O)N1CCc2cc(OC)c(OC)cc2C1)C(=O)OC	0.4
C[C@H](CO)N1C[C@H](C)[C@H](CN(C)Cc2ccccn2)Oc2cc(C#CCN(C)C)ccc2S1(=O)=O	-2.7
COc1ccc(NC(=O)N(C)C[C@@H]2OCCCC[C@@H](C)Oc3ccc(NS(=O)(=O)c4ccc(Cl)cc4)cc3C(=O)N([C@H](C)CO)C[C@H]2C)cc1	-1.2
CNC[C@@H]1OCCCC[C@@H](C)Oc2ccc(NS(=O)(=O)c3c(C)noc3C)cc2C(=O)N([C@H](C)CO)C[C@@H]1C	-1.0
C[C@H](O)C#Cc1cnc2c(c1)C(=O)N([C@@H](C)CO)C[C@@H](C)[C@H](CN(C)C(=O)c1ccccc1)O2	7.0
C[C@H](CO)N1C[C@H](C)[C@H](CN(C)CC2CCCCC2)OCCCC[C@H](C)Oc2ccc(NS(=O)(=O)c3cccs3)cc2C1=O	3.2

Next section:
SMILES	BioA inh
O=C(C[C@H]1CC[C@H]2[C@@H](COC[C@H](O)CN2S(=O)(=O)c2ccc(F)cc2)O1)N[C@H]1CCN(Cc2ccccc2)C1	-0.7
C[C@H](CO)N1C[C@H](C)[C@@H](CN(C)CC2CCCCC2)Oc2ccc(NC(=O)Nc3ccc4c(c3)OCO4)cc2CC1=O	-0.8
CCC(=O)N(C)C[C@H]1Oc2ncc(C#CCC(C)C)cc2C(=O)N([C@@H](C)CO)C[C@H]1C	2.4
Cc1noc(C)c1NC(=O)N(C)C[C@H]1Oc2ccc(NC(=O)Cc3cn(C)c4ccccc34)cc2CC(=O)N([C@H](C)CO)C[C@@H]1C	-2.4
C[C@H]1CN([C@@H](C)CO)C(=O)Cc2cc(N(C)C)ccc2O[C@@H]1CN(C)Cc1ccc(-c2ccccc2)cc1	0.5
C=CC[C@@]1(C(=O)NCCCOC)N=C(c2ccc(OCCCO)cc2)O[C@@H]1c1ccccc1	1.4
O=C(C[C@@H]1C[C@@H]2c3cc(NS(=O)(=O)c4ccccc4)ccc3O[C@@H]2[C@H](CO)O1)N1CCOCC1	-2.6
Cc1cccc(-c2ccc([C@H]3[C@H](CO)N4CCCCN(C(=O)c5ccc6c(c5)OCO6)C[C@@H]34)cc2)c1	-2.9
C[C@H](CO)N1C[C@H](C)[C@H](CN(C)C(=O)Nc2ccc3c(c2)OCO3)Oc2ncc(C#CCN(C)C)cc2C1=O	2.2
O=C(NC1Cc2ccccc2C1)[C@@H]1[C@@H](CO)[C@@H]2Cn3c(cccc3=O)[C@H]1N2C(=O)CC1CC1	-2.9
C[C@H]1CN([C@@H](C)CO)C(=O)c2cc(NC(=O)NC3CCCCC3)ccc2O[C@H]1CN(C)C	-0.2
O=C(C[C@H]1CC[C@H](NS(=O)(=O)c2ccccc2F)[C@H](CO)O1)NCCCN1CCOCC1	-1.5

The listing continues:
SMILES	BioA inh
C[C@@H]1CN([C@@H](C)CO)C(=O)c2cc(NC(=O)Cc3ccccc3)ccc2O[C@@H]1CN(C)S(=O)(=O)c1ccc(Cl)cc1	-1.0
COc1ccc(S(=O)(=O)Nc2ccc3c(c2)C(=O)N([C@@H](C)CO)C[C@H](C)[C@H](CN(C)C(=O)NC2CCCCC2)OCCCC[C@H](C)O3)cc1	-1.1
C[C@H]1CN([C@@H](C)CO)C(=O)c2cccc(NC(=O)Nc3ccc(C(F)(F)F)cc3)c2O[C@@H]1CN(C)Cc1ccncc1	-2.6
C[C@H](CO)N1C[C@H](C)[C@@H](CN(C)CC2CCOCC2)Oc2ncc(-c3ccc(F)cc3)cc2C1=O	-0.4
C[C@H]1CCCCO[C@@H](CN(C)C(=O)CCCN(C)C)[C@@H](C)CN([C@@H](C)CO)C(=O)c2cc(NC(=O)CCC(F)(F)F)ccc2O1	1.1
O=C(NCC[C@H]1CC[C@@H](NS(=O)(=O)Cc2ccccc2)[C@@H](CO)O1)C1CCOCC1	-1.6
O=S(=O)(N[C@@H]1CC[C@H](CCn2cc(-c3cccc(F)c3)nn2)O[C@H]1CO)c1ccccc1	8.3
CN(C)C(=O)[C@H]1[C@H](CO)[C@H]2Cn3c(ccc(-c4cccc(F)c4)c3=O)[C@H]2N1C(=O)c1ccccn1	-0.8
C[C@@H]1CCCCO[C@@H](CN(C)C(=O)NC2CCCCC2)[C@H](C)CN([C@@H](C)CO)C(=O)c2cc(NC(=O)NC3CCCCC3)ccc2O1	-1.2
CC(=O)N(C)C[C@H]1Oc2cc(-c3ccc(C)cc3)ccc2S(=O)(=O)N([C@@H](C)CO)C[C@@H]1C	3.0
COc1ccc(C(=O)N2C[C@H]3[C@@H](c4ccccc42)[C@H](CO)N3Cc2ccccc2)cc1	-1.8
C[C@@H]1CCCCO[C@@H](CN(C)Cc2ccccc2)[C@@H](C)CN([C@@H](C)CO)C(=O)c2cc(NC(=O)Nc3cccc4ccccc34)ccc2O1	4.8

4 entries drawn at random from those above:
SMILES	BioA inh
C[C@H]1CN([C@@H](C)CO)C(=O)c2cccc(NC(=O)Nc3ccc(C(F)(F)F)cc3)c2O[C@@H]1CN(C)Cc1ccncc1	-2.6
C[C@H](CO)N1C[C@H](C)[C@@H](CN(C)CC2CCOCC2)Oc2ncc(-c3ccc(F)cc3)cc2C1=O	-0.4
C[C@@H]1CN([C@@H](C)CO)C(=O)c2cc(NC(=O)Cc3ccccc3)ccc2O[C@@H]1CN(C)S(=O)(=O)c1ccc(Cl)cc1	-1.0
COc1ccc(S(=O)(=O)Nc2ccc3c(c2)C(=O)N([C@@H](C)CO)C[C@H](C)[C@H](CN(C)C(=O)NC2CCCCC2)OCCCC[C@H](C)O3)cc1	-1.1

Compounds shown so far with a cyano group (three):
SMILES	BioA inh
CCCNC(=O)N1[C@H](C#N)[C@@H](c2ccc(-c3ccc(C(=O)N(C)C)cc3)cc2)[C@@H]1CO	-1.4
N#C[C@@H]1[C@H](c2ccc(C#CC3CCCC3)cc2)[C@H](CO)N1S(=O)(=O)c1ccccc1	-2.4
CO[C@@H]1CC[C@@H]2CCN(C)C(=O)[C@@H](C)CN(C)C(=O)c3cc(C#N)ccc3OC[C@@H]1O2	0.8

(listing goes on)
SMILES	BioA inh
Cc1ccc(S(=O)(=O)N2C[C@H](O)COC[C@H]3O[C@H](CC(=O)NCCN4CCCCC4)CC[C@@H]32)cc1	-1.3
O=C(C[C@H]1CC[C@@H]2[C@H](COC[C@@H](O)CN2C(=O)Nc2ccc(Cl)c(Cl)c2)O1)NC1CCC1	1.9
CCC(=O)N(C)C[C@@H]1Oc2cc(C#CC3CCCC3)ccc2S(=O)(=O)N([C@@H](C)CO)C[C@H]1C	-0.2
COc1ccc(CN(C)C[C@@H]2Oc3ccc(N(C)C)cc3CC(=O)N([C@H](C)CO)C[C@H]2C)cc1	2.4
C[C@@H]1CN([C@@H](C)CO)C(=O)c2cc(NC(=O)Nc3cccc4ccccc34)ccc2O[C@@H]1CN(C)S(=O)(=O)c1cn(C)cn1	-0.6
C[C@@H]1CN([C@H](C)CO)C(=O)c2cccc(NC(=O)c3cnccn3)c2O[C@@H]1CN(C)C(=O)Nc1ccc(F)cc1	0.1
C[C@@H]1CN([C@@H](C)CO)C(=O)c2cc(NS(=O)(=O)c3ccc(F)cc3)ccc2O[C@@H](C)CCCCO[C@H]1CN(C)S(=O)(=O)c1ccc(F)cc1	-1.5
O=C(N[C@H]1CC[C@H](CCNC(=O)C2CCOCC2)O[C@@H]1CO)c1ccncc1	-0.9
CCC(=O)NC[C@@H]1N[C@@H](CO)[C@H]1c1ccc(-c2cccc(C#N)c2)cc1	-4.4
C[C@H](CO)N1C[C@H](C)[C@H](CN(C)C(=O)c2ccccc2)OCCCC[C@H](C)Oc2ccc(NS(C)(=O)=O)cc2C1=O	-2.1
O=C(C[C@@H]1CC[C@@H](NC(=O)Cc2ccccn2)[C@H](CO)O1)NCCCN1CCOCC1	-2.4
CN1C(=O)c2cc(NC(=O)c3cnccn3)ccc2OC[C@H]2O[C@@H](CC(=O)NCC3CCCCC3)CC[C@H]21	33

Remaining list, next part.
SMILES	BioA inh
C[C@@H]1CCCCO[C@H](CN(C)Cc2ccc(Cl)c(Cl)c2)[C@H](C)CN([C@@H](C)CO)C(=O)c2cc(NC(=O)Nc3ccc4c(c3)OCO4)ccc2O1	3.9
O=C(NCC[C@H]1CC[C@H](NS(=O)(=O)c2cccc(Cl)c2)[C@H](CO)O1)c1cnccn1	3.1
C[C@H]1CN([C@@H](C)CO)C(=O)c2cccc(NS(=O)(=O)c3ccc(F)cc3)c2O[C@H]1CN(C)Cc1ccc(-c2ccccc2)cc1	2.1
CC(C)NC(=O)Nc1ccc2c(c1)C(=O)N([C@H](C)CO)C[C@@H](C)[C@H](CN(C)Cc1ccc(Cl)c(Cl)c1)OCCCC[C@H](C)O2	2.9
CCCNC(=O)C[C@H]1CC[C@H]2[C@@H](COc3ccc(NC(=O)COC)cc3C(=O)N2C)O1	11
CN(C)C(=O)c1ccc(-c2ccc3c(c2)[C@@H]2[C@@H](CCN2C(=O)c2ccccc2F)[C@H](CO)N3)cc1	4.1
COc1ccc(NC(=O)N(C)C[C@H]2Oc3ccc(NC(=O)CCN4CCOCC4)cc3CC(=O)N([C@H](C)CO)C[C@@H]2C)cc1	-5.0
N#C[C@@H]1[C@H](c2ccc(C#Cc3ccccc3F)cc2)[C@H](CO)N1C(=O)C1CC1	2.9
CCCN(C)C[C@@H]1Oc2ncc(C#Cc3ccc(OC)cc3)cc2C(=O)N([C@H](C)CO)C[C@@H]1C	-1.1
CCNC(=O)[C@@H]1[C@@H](CO)[C@@H]2Cn3c(cccc3=O)[C@H]1N2C(=O)C1CCC1	-1.7
Cc1noc(C)c1NC(=O)Nc1ccc2c(c1)C(=O)N([C@H](C)CO)C[C@@H](C)[C@H](CN(C)S(C)(=O)=O)OCCCC[C@@H](C)O2	0.8
COc1ccc(NC(=O)N(C)C[C@@H]2OCCCC[C@@H](C)Oc3ccc(NC(=O)Nc4cccc5ccccc45)cc3C(=O)N([C@@H](C)CO)C[C@H]2C)cc1	0.7

(further entries)
SMILES	BioA inh
C[C@H](CO)N1C[C@H](C)[C@@H](CN(C)Cc2ccc(C(=O)O)cc2)Oc2ccc(NC(=O)Nc3ccc4c(c3)OCO4)cc2C1=O	-3.0
COc1ccc(NC(=O)Nc2ccc3c(c2)C(=O)N([C@H](C)CO)C[C@H](C)[C@H](CN(C)S(=O)(=O)c2ccc(C)cc2)OCCCC[C@H](C)O3)cc1	-1.4
CC(C)NC(=O)N(C)C[C@@H]1Oc2ccc(NS(=O)(=O)c3ccc(F)cc3)cc2CC(=O)N([C@@H](C)CO)C[C@@H]1C	0.7
Cc1cccc(S(=O)(=O)N2CC[C@H]3[C@@H](CO)N(C)c4ccc(-c5ccccc5F)cc4[C@H]32)c1	4.1
COCC(=O)N(C)C[C@@H]1Oc2cc(-c3ccncc3)ccc2S(=O)(=O)N([C@@H](C)CO)C[C@H]1C	-0.6
